# Bioassay records as filed in PubChem BioAssay.
# HRas wt GTP bind = modulators of GTP binding to HRas wildtype, primary screen, biochemical, bead-based flow cytometry, multiplex | GTPase HRas (Homo sapiens), P01112 | AID 759, 2007 | GST-Ras wt beads, Bodipy-FL-GTP binding; actives lie on both sides | GTP binding activity, % at 10 µM | 190,000 tested, 0.14% active;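 active means GTP binding activity at least 20% away from the 100% baseline, either lowered as inhibitor or raised as activator; inconclusive means flagged as likely green fluorescent, judged across all proteins in the well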;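 further: 0% = unlabeled GTP competition control and 100% = no-compound control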
# Rab7 wt modul = modulators of GTP binding to Rab7, primary screen, biochemical, wildtype, multiplex bead flow cytometry; Rab7 GTPase wild type (dog), Bodipy-FL-GTP binding; GST-Rab7 beads, fluorescent GTP binding; actives lie on both sides; untreated = 100%, excess cold GTP = 0%; GTP binding activity (percent of control), % at 10 µM; 190,000 tested, 0.055% active;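 active means fluorescent GTP binding to Rab7 beads changed by at least 20 points from the 100% baseline, either direction, mostly lower; inconclusive means compound itself probably fluorescent, or too few beads counted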;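 further: median green fluorescence of bound Bodipy-FL-GTP per Rab7 bead population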
# Mcl-1 Bim block = inhibitors of Bim peptide binding to Mcl-1, primary screen, biochemical, bead-based flow cytometry, multiplex. AID 1009, 2008. Bim peptide-Mcl-1 binding. 190,000 tested, 0.1% active. inhibition, % at 10 µM. Induced myeloid leukemia cell differentiation protein Mcl-1 (Homo sapiens), Q07820; in the data active means inhibition above about 40%;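 further: 0% = no compound tracer wells and 100% = peptide blocker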
# Target sequence (Q07820 whole entry, looked up): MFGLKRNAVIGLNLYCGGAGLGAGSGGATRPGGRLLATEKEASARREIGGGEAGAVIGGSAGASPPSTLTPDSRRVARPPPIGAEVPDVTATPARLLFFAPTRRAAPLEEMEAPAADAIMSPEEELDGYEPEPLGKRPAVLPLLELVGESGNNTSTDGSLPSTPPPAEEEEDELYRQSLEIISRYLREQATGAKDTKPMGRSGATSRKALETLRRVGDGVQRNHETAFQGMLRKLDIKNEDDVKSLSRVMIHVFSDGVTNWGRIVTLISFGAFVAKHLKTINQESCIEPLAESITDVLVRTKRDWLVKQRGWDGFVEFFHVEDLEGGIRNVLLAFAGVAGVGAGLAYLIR
# Cdc42 wt GTP = modulators of GTP binding to wildtype Cdc42, primary screen, biochemical, multiplex bead flow cytometry, Bodipy-GTP | Cell division control protein 42 homolog (Homo sapiens), P60953 | GST-Cdc42 beads; actives lie on both sides | percent activity (GTP binding), % at 10 µM | 190,000 tested, 0.2% active | AID 761, 2007;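 active means percent activity GTP binding at least 20 points away from the 100% baseline, either down as inhibitor or up as activator; inconclusive means compound flagged as likely green fluorescent from well-wide comparison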;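 further: median bead fluorescence of bound Bodipy-FL-GTP at 100 nM; 0% = excess unlabeled GTP control and 100% = no compound control; below 100% means less GTP binding so inhibitor and above means activator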
# Target sequence (P60953 whole entry, looked up): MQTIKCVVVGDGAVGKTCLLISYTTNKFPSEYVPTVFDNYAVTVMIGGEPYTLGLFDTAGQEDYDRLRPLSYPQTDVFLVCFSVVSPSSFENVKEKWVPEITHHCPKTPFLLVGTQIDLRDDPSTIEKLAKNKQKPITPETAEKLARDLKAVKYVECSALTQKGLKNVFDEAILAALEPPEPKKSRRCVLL
# Rab2A wt mod = modulators of GTP binding to Rab2A wildtype, primary screen, biochemical, dog, bead-based flow cytometry, multiplex; Ras-related protein Rab-2A (Canis lupus familiaris), P61105; GST-Rab2 wt beads, Bodipy-GTP binding; GTP binding activity, % at 10 µM; 190,000 tested, 0.19% active; AID 760, 2007;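 active means GTP binding activity at least 20 points away from 100%, either lowered or raised; inconclusive means signal likely due to the compound's own green fluorescence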;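 further: 0% = beads with excess unlabeled GTP and 100% = no-compound control corrected for plate trend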
# RGS8-Gao reg = RGS8-Galphao binding modulators, primary screen, biochemical, multiplexed bead flow cytometry; Guanine nucleotide-binding protein G(o) subunit alpha (Homo sapiens), P09471; actives lie on both sides; response (percent of control binding), % at 10 µM; 220,000 tested, 0.34% active; AID 1423, 2008; in the data active means response below about 60% or above about 140%; inactive means in between;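 further: Galphao activated as the GDP aluminium fluoride complex binding bead-coupled RGS8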
# Target sequence (P09471 whole entry, looked up): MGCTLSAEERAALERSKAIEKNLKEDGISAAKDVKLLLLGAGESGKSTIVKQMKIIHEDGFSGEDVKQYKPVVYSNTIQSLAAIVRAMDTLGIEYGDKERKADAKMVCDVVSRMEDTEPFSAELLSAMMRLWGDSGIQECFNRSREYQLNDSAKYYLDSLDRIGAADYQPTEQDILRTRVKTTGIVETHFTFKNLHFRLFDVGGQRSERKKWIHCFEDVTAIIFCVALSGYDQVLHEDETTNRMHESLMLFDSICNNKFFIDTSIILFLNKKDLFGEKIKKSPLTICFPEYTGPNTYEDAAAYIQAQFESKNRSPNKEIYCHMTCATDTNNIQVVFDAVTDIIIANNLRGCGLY
# Pf gamet viab = late stage P. falciparum gametocyte viability inhibitors, primary screen, ATP luminescence, HTS | P. falciparum stage V gametocytes, 24 h | 150,000 tested, 0.065% active | AID 743093, 2013 | inhibition, % at 10.9 µM;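 active means inhibition above the mean plus 3 SD of compounds within the control limits, set per campaign, cut at about 38% in these data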;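 further: 0% = DMSO wells and 100% = medium only without gametocytes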
# Mcl1 Noxa PPI = Mcl-1/Noxa binding inhibitors, primary screen, biochemical, TR-FRET, 1536-well; Induced myeloid leukemia cell differentiation protein Mcl-1 (Homo sapiens), Q07820; TR-FRET Mcl-1/Noxa peptide binding, 2 h; inhibition, % at 21.7 µM; 220,000 tested, 1.5% active;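 active means compounds that cut the protein-peptide binding signal by more than 50% relative to plate controls in a single-dose test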;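 further: His-tagged Mcl-1 with rhodamine Noxa BH3 peptide and terbium anti-His antibody; 0% = Mcl-1 plus Noxa peptide wells and 100% = peptide-only wells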
# Mcl1-Bid inh = Mcl-1/Bid binding inhibitors, primary screen, biochemical, TR-FRET, 1536-well. Induced myeloid leukemia cell differentiation protein Mcl-1 (Homo sapiens), Q07820. TR-FRET Mcl-1/Bid-Dy647 peptide binding. inhibition, % at 21.7 µM. 220,000 tested, 0.97% active. AID 1021, 2008;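 active means compounds that cut the binding signal by more than half at the single screening dose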;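 further: His-tagged Mcl-1 with europium anti-His antibody binding Bid BH3 peptide; 0% = Mcl-1 plus peptide wells and 100% = peptide-only wells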
# Rac1 mut GTP = GTP binding modulators of activated mutant Rac1, primary screen, biochemical, bead-based flow cytometry, multiplex, fluorescent GTP. GST-Rac1 activated beads; actives lie on both sides; 100% means binding = to untreated wells. percent activity (GTP binding), % at 10 µM. 190,000 tested, 0.11% active. AID 764, 2007;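 active means GTP binding at least 20 percentage points away from the 100% baseline, in either direction, so actives lie on both sides; inconclusive means Compound likely fluorescent itself, or too few beads counted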
# Rac1 wt GTP bind = wildtype Rac1 GTP binding modulators, primary screen, biochemical, GST-Rac1 beads, flow cytometry, multiplex; fluorescent GTP binding; actives lie on both sides; 0 = cold GTP competed, 100 = untreated; GTP binding activity (% of control), % at 10 µM; 190,000 tested, 0.27% active; AID 757, 2007;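 active means GTP binding activity at least 20 points away from the 100% control level, either lower or higher; inconclusive means compound flagged as likely green fluorescent, judged across all proteins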
# Active calls of the source: *; ? = inconclusive; · = not tested or not shown.
Compound	HRas wt GTP bind	Rab7 wt modul	Mcl-1 Bim block	Cdc42 wt GTP	Rab2A wt mod	RGS8-Gao reg	Pf gamet viab	Mcl1 Noxa PPI	Mcl1-Bid inh	Rac1 mut GTP	Rac1 wt GTP bind
CCS(=O)(=O)N1CCC(NC(=O)c2ccco2)CC1	98	100	0	97	101	102	·	7	22	102	101
COc1ccc(OCC(=O)Nc2sc3c(c2C(=O)NCC2CCCO2)CCC3)cc1 (stereo unspecified)	102	100	-3	102	101	105	-13	-28	-7	99	101
COc1ccc(S(=O)(=O)CCC(=O)Nc2cccc(OC)c2)cc1	100	99	-3	98	100	103	·	-14	-24	98	101
CCCC(=O)O[C@@H]1C[C@@H](C)N(C(=O)c2ccccc2)c2ccc(C)cc21	101	99	-6	99	100	99	-27	14	-12	100	102
Cc1ccc(-c2cc(C(=O)Nc3c(C)n(C)n(-c4ccccc4)c3=O)[nH]n2)c(O)c1	103	103	-3	102	101	99	-2	11	-13	99	105
CC(C)(C)S(=O)(=O)/C(C#N)=N/Nc1ccc(S(C)(=O)=O)cc1	96	92	1	96	94	95	-11	30	10	93	98
Cc1ccccc1N1C(S)=C(C#N)C(=O)NC12CCCCC2	99	101	-4	100	98	101	4	5	-57	98	100
CCOC(=O)C1=C(N)OC2=C(C(=O)CCC2)C1c1ccco1 (stereo unspecified)	97	98	-1	94	101	106	·	12	-83	92	94
COc1ccc(/C=C/C=N/NC(=O)COc2ccc(OC)cc2)cc1	96	93	-2	100	97	99	-22	-6	3	99	101
CC(OC(=O)c1ccc2c(=O)n3c(nc2c1)CCCCC3)C(=O)Nc1ccc(F)cc1Cl (stereo unspecified)	101	101	0	103	102	104	4	-87	64*	103	103
CCC12C(=O)C(CC)(C(c3ccccc3)=C1c1ccccc1)[C@@H]1C(=O)N(c3ccc(C)cc3)C(=O)C12 (stereo partly specified)	104	103	-2	102	103	102	17	7	-19	101	106
Cc1cc(N(CCO)CCO)ccc1N=Nc1cc(F)ccc1F	95	92	-3	98	94	99	·	8	-22	95	98
COc1ccccc1NC(=O)Cc1noc(CSc2nnc(C)n2C)n1	105	106	-5	100	104	101	-16	4	-19	101	103
CC(C)N1C(=O)CCC1C(=O)N1CCN(c2ccccn2)CC1 (stereo unspecified)	102	103	-2	101	100	100	·	12	-7	99	105
Cc1ccn2cc(-c3cccc(NC(=O)c4cccs4)c3)nc2c1	95	94	0	94	95	107	-26	13	-22	97	98
CCc1ccccc1OCCCCN1CCCC1	101	96	-2	102	101	101	16	4	32	102	101
CCOc1ccc2[nH]c(=O)c(CN(CCc3ccccc3)C(=O)N3CCCC3)cc2c1	99	96	0	97	100	101	·	4	14	98	100
C=CCn1c(-c2c[nH]c3ccccc23)n[nH]c1=S	99	98	-4	99	95	97	·	30	-2	96	99
CCCC12CN3CCN(CC(C3)/C1=N\NC(=O)c1ccc(C(C)(C)C)cc1)C2	101	102	-4	103	101	100	1	-2	-19	99	104
CN(C)CCCCNCCCNC(=O)/C=N\O	100	99	-2	99	100	99	·	-8	-17	99	102
CN(CC(=O)O)S(=O)(=O)c1cccs1	?	?	2	?	?	96	·	15	-5	?	?
COc1cc(C2NC(=O)C(C#N)=C(S)N2c2ccccc2)ccc1OC(C)C (stereo unspecified)	100	93	3	99	98	100	·	27	-2	98	99
OC1(c2cccc(C(F)(F)F)c2)CCN(c2ncnc3c2[nH]c2ccccc23)CC1	105	101	2	106	104	97	·	11	-5	106	119
COC(=O)C1=C(C)NC(c2c(O)ccc3ccccc23)C(C(=O)OC)=C1C (stereo unspecified)	99	98	-2	102	99	84	·	-5	-2	102	104
CCOC(=O)N1CCN(C(=O)c2ccc(N3CCCC3=O)cc2)CC1	102	105	0	103	102	101	-8	-4	-43	100	106
O=C(CCCOc1ccccc1)N1CCc2ccccc2C1	99	101	-1	99	99	107	8	15	-3	96	98
CCOC(=O)N1CCC(n2c(SCC(=O)c3ccccc3)nc3ccsc3c2=O)CC1	95	97	0	94	96	98	-10	-203	65*	97	96
O=C(COC(=O)c1cc[n+]([O-])cc1)NCC12CC3CC(CC(C3)C1)C2	104	106	-3	106	105	102	25	27	-17	101	105
CC(=O)OC12CC3CC(C1)C(=NO)C(C3)C2	101	99	-2	102	101	107	4	4	-5	97	101
Cc1ccc(-c2ccc(=O)n(CC(=O)NCCN3C(C)CCCC3C)n2)cc1 (stereo unspecified)	102	101	-2	101	102	95	·	17	-7	99	107
COc1ccc(CCNC(=O)c2oc3ccc(S(=O)(=O)N4CCOCC4)cc3c2C)cc1OC	99	98	-3	101	98	102	·	25	-4	96	101
O=C(CSC1=NCCS1)N1CCCC1	99	101	0	100	101	98	·	9	-6	98	102
Cc1ccccc1-n1nc(-c2ccc(N)cc2)cc1N	95	97	1	95	94	104	14	2	-15	94	95
COc1ccccc1CNC(=O)CCCNS(=O)(=O)c1cccc2nsnc12	107	105	0	107	107	99	·	-20	-13	100	104
c1ccc(CCNc2ncnc3c2nnn3Cc2ccccc2)cc1	102	102	-1	104	101	108	·	-10	-6	100	103
CC(NS(=O)(=O)c1ccc(Br)cc1)C(=O)NCCc1ccccc1 (stereo unspecified)	99	101	-3	100	98	101	-14	2	0	100	104
COc1ccc(N2C(=O)/C(=C3/C=CC=CN3C)SC2=S)cc1	106	99	-5	98	103	110	·	11	2	103	101
OCCCNc1nc(-c2ccc(Cl)cc2)nnc1-c1ccccc1	100	99	-3	103	98	101	16	18	7	101	106
c1ccc2c(NC3C4CC5CC(C4)CC3C5)nc(N3CCOCC3)nc2c1 (stereo unspecified)	100	107	0	97	100	101	2	17	1	97	101
CC(=O)c1ccc(NC(=O)CSc2nccn2CCc2ccccc2)cc1	98	96	-5	102	99	105	·	6	12	98	98
Cc1cccc(-n2cnc(C(=O)N3CCN(C)CC3)c2)n1	96	97	3	95	98	102	·	8	-26	93	99
Cc1ccc(-c2nnc3c(C(F)(F)F)nc4ccccc4n23)cc1	99	98	-4	98	98	99	·	-15	6	96	98
COc1cc(F)ccc1S(=O)(=O)N1CCN(C23CC4CC(CC(C4)C2)C3)CC1	100	101	1	100	100	101	-3	-11	-8	97	98
C/C(=N\Nc1nc2ccccc2s1)c1cccs1	101	104	-4	98	101	102	-16	33	15	98	104
CCc1cc2c(N3CCCCC3)ncnc2s1	104	102	3	104	101	108	21	10	-4	100	111
Cc1ccc(S(=O)(=O)c2cnc(-c3ccccc3)nc2N2CCN(C)CC2)cc1	96	97	-4	95	97	102	-3	9	-11	93	95
CN1CCN(c2nc(-c3ccc(Cl)s3)cs2)CC1	103	108	-2	102	101	100	4	27	-39	101	103
CCOC(=O)Cc1c(C)nc(SC)[nH]c1=O	93	95	2	93	95	101	·	-21	-31	96	93
Cc1ccc(CN2CCN(Cc3ccncc3)CC2CCO)o1 (stereo unspecified)	98	95	-3	97	98	98	-7	-8	-30	97	98
O=C(c1ccco1)N1CCN(Cc2cccc(F)c2)CC1	99	97	1	103	100	100	·	32	22	97	97

# The results go on:
Compound	HRas wt GTP bind	Rab7 wt modul	Mcl-1 Bim block	Cdc42 wt GTP	Rab2A wt mod	RGS8-Gao reg	Pf gamet viab	Mcl1 Noxa PPI	Mcl1-Bid inh	Rac1 mut GTP	Rac1 wt GTP bind
CCOC(=O)CSc1nnc(-c2ccc(OC)cc2)n1CC	100	101	0	100	103	99	·	1	-16	99	103
Cn1c(=O)n(-c2ccc(Cl)cc2)c(=O)c2c3c(sc21)COC(C)(C)C3	105	104	0	109	105	102	14	-1	-2	101	105
O=C(NC1CCCCC1)C1CCN(c2cnccn2)CC1	103	99	-3	104	102	101	-5	-5	-14	99	103
CN(c1cccc(NS(=O)(=O)c2ccccc2)c1)S(C)(=O)=O	100	99	-3	97	97	102	-12	4	-23	102	108
CCCn1nnc(NC(=O)c2ccc(Br)o2)n1	102	101	-3	103	103	101	·	10	-1	101	106
C=C(C)Cn1c(SCCN2CCOCC2)nc2c1c(=O)[nH]c(=O)n2C	101	99	-1	99	99	96	·	-6	-9	97	105
O=C(N/C(=C/c1ccco1)C(=O)N1CCCC1)c1cccs1	97	94	3	97	98	105	·	-4	-11	96	96
COc1ccc(CN2CC(C(=O)NCCC(C)C)CC2=O)cc1 (stereo unspecified)	103	104	2	98	104	100	-17	4	-28	92	101
COc1ccccc1C(=O)Nc1nnn(C)n1	104	99	0	105	104	102	·	-22	-65	101	102
O=C(/C=C/c1ccccc1)NC(=S)NNC(=O)c1cccnc1	100	104	-3	99	102	99	·	-75	-231	99	104
COc1ccc(-c2[nH]ncc2N=Nc2ccccc2)cc1	97	105	-3	96	99	103	-14	20	-21	97	93
O=C(Oc1ccc(-c2ccccc2)cc1)C1C2CCCCC21 (stereo unspecified)	98	95	-5	95	98	105	2	11	6	99	100
Cc1ccc(Cn2nc(C)c(NC(=O)C3(C)CC3(Br)Br)c2C)cc1 (stereo unspecified)	103	101	-3	102	103	·	7	2	-9	97	103
COc1ccc(OCCC(=O)OCC(=O)NC(=O)NC(C)C)cc1	97	100	-8	96	96	98	·	0	-32	96	99
CCN(CC)c1cnn(C/C(=N\OC)c2ccc(Cl)cc2)c(=O)c1Br	97	103	-2	94	98	91	26	12	11	97	99
COC(=O)c1cc2c(s1)-c1ccccc1OC2	104	106	0	105	105	102	·	8	-2	100	105
COc1ccc(OC)c(-c2csc3nnc(SCC(=O)Nc4ccc(NC(C)=O)cc4)n23)c1	97	95	-4	97	96	102	·	22	-6	94	94
Cc1cc(C)n(-c2ccc(C(=O)Nc3ccc4c(c3)OCCO4)cc2)n1	98	95	0	98	97	105	·	11	-3	95	95

# Compounds were not picked by outcome. Share with any hit: about 2.9%.
